Bioassay records deposited in PubChem BioAssay by several laboratories.
LAP4 TOR yeast – modulators of TOR pathway LAP4-GFP in S. cerevisiae; S. cerevisiae LAP4-GFP multiplex, flow cytometry GFP, 3 h; median GFP as percent of DMSO wells; GFP response vs DMSO, % at 10 µM; 320,000 compounds, 0.34% hits; AID 2023;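 active = GFP response vs DMSO above a set limit, about the screen mean plus 3 SD, cut at about 150% in these data; inconclusive = under 70 cell events counted for the yeast strain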
proCasp3 act – activators of human procaspase-3; P42574; recombinant procaspase-3 D3A, Ac-DEVD-pNA absorbance 405 nm; activation, % at 8.5 µM; 330,000 compounds, 0.11% hits; AID 463141;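 active = activation above the mean of all tested compounds plus 3 SD, cut at about 21% in these data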;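 also: 0% = DMSO alone and 100% = DMSO wells spiked with extra 5 µM PC-3 D3A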
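Assay system: Autoprocessing-dead procaspase-3 D3A mutant enzyme; also added: Ac-DEVD-pNA; doses: one concentration, 8.5 µM nominal, 0.8% DMSO; times: 1 h compound preincubation, 2 h substrate hydrolysis at 25 °C; technique: 405 nm absorbance of p-nitroaniline, reads at 0 and 120 min; measure: % activation between DMSO and enzyme-spiked controls; repeats: single replicate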
MEP2 TOR yeast – modulators of TOR pathway MEP2-GFP in S. cerevisiae; S. cerevisiae MEP2-GFP strain, flow cytometry GFP, 3 h; 100% = DMSO control level; GFP response vs DMSO, % at 10 µM; 330,000 compounds, 0.51% hits; AID 2016;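 active = GFP response versus DMSO above a set limit, roughly screen mean plus 3 SD, cut at about 180% in these data; inconclusive = fewer than 70 cells counted for a yeast strain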;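 also: median GFP fluorescence of the barcode-gated MEP2-GFP cells per well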
RPL19A-GFP yeast – modulators of TOR pathway RPL19A-GFP in S. cerevisiae; percent response vs DMSO, % at 10 µM; 330,000 compounds, 0.3% hits; AID 2025; S. cerevisiae RPL19A-GFP strain, flow cytometry, 3 h; hits give low values;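 active = percent response vs DMSO below 50%; inconclusive = fewer than 70 events counted for the yeast strain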;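 also: median channel GFP fluorescence of the barcoded RPL19A-GFP strain; ratio of sample median GFP to plate DMSO average so 100% = DMSO; lower means less RPL19A-GFP as with rapamycin TOR inhibition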
procasp7 counter – activates human procaspase-7, counter-screen for procaspase-3 activators; P55210; recombinant procaspase-7, Ac-DEVD-pNA absorbance 405 nm; D23A/D198A/D206A triple mutant, cannot self-cleave; scale: DMSO 0, 5 µM enzyme 100; activation, % at 8.5 µM; 330,000 compounds, 0.093% hits; AID 463210;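 active = percent activation above the screen-wide mean plus 3 SD, cut at about 25% in these data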
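Assay system: Uncleavable procaspase-7 mutant enzyme; Input: 2 µM procaspase-7 mutant as dispensed; Also added: DEVD-pNA substrate; Medium: Zinc-free HEPES pH 7.4 with 300 mM NaCl, 0.01% Triton X-100; Timing: 1 h compound preincubation, 2 h substrate cleavage, 25 °C; Measured by: Epi-absorbance of released pNA at 405 nm, two timepoints.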
ZTA counter – blocks Epstein-Barr virus ZTA, an EBNA-1 counter-screen; P03206; ZTA-DNA binding, fluorescence polarization; AID 2234; inhibition, % at 11 µM; 320,000 compounds, 0.15% hits; in the data active = inhibition above about 33%
AHR activator – human AHR activation; P35869; AHR-responsive luciferase reporter cells, luminescence; AID 2796; activation, % at 5 µM; 320,000 compounds, 2.5% hits; in the data active = activation above about 47%;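 also: 0% = vehicle wells and 100% = reference agonist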
EBNA-1 inhibitor – blocks EBNA-1 binding to DNA; EBNA-1 DNA binding, fluorescence polarization; inhibition, % at 14.8 µM; 300,000 compounds, 0.34% hits; AID 1950; in the data active = inhibition above about 28%
An asterisk follows results filed as active.

CC(Sc1nnc(COc2ccc3ccccc3c2)n1C)C(=O)O (stereo unspecified) was read as LAP4 TOR yeast 105, proCasp3 act 2, MEP2 TOR yeast 102, RPL19A-GFP yeast 102, procasp7 counter 11, ZTA counter 3, AHR activator 0 and EBNA-1 inhibitor 2.
Screening COCc1c(C(=O)N2CCN(S(=O)(=O)c3ccccc3Cl)CC2)oc2ccccc12 returned LAP4 TOR yeast 104, proCasp3 act 9, MEP2 TOR yeast 98, RPL19A-GFP yeast 96, procasp7 counter 0, ZTA counter 1 and AHR activator 2.
Screening Cc1cc(C)cc(NC(=O)CS(=O)(=O)c2cccc3nsnc23)c1 returned LAP4 TOR yeast 94, proCasp3 act -7, MEP2 TOR yeast 103, RPL19A-GFP yeast 95, procasp7 counter 4, ZTA counter 14, AHR activator 44 and EBNA-1 inhibitor -1.
Screening CCn1cc(CN2CCCC(C(=O)Nc3cccc(-c4cc5ccccc5[nH]4)c3)C2)cn1 (stereo unspecified) returned LAP4 TOR yeast 95, proCasp3 act 4, MEP2 TOR yeast 98, RPL19A-GFP yeast 98, procasp7 counter 3, ZTA counter 7, AHR activator 3 and EBNA-1 inhibitor -8.
For O=[N+]([O-])c1ccc(N2CCN(c3cccc(Cl)c3)CC2)nc1 the results were LAP4 TOR yeast 99, proCasp3 act 1, MEP2 TOR yeast 108, RPL19A-GFP yeast 105, procasp7 counter 9, ZTA counter -13, AHR activator -4 and EBNA-1 inhibitor 2.
`O=C(Nc1ccc(F)cc1)c1cccc(N2C(=O)c3ccccc3C2=O)c1` gave LAP4 TOR yeast 101, proCasp3 act -6, MEP2 TOR yeast 106, RPL19A-GFP yeast 104, procasp7 counter 4, ZTA counter 6, AHR activator 18 and EBNA-1 inhibitor -3.
For NS(=O)(=O)OCC(Cc1ccccc1)N1C(=O)c2ccccc2C1=O (stereo unspecified) the results were LAP4 TOR yeast 108, proCasp3 act -2, MEP2 TOR yeast 94, RPL19A-GFP yeast 102, procasp7 counter 0, ZTA counter -14, AHR activator -2 and EBNA-1 inhibitor 0.
For COc1ccc(COC(=O)c2ccc(Cl)c(S(=O)(=O)N3CC(C)OC(C)C3)c2)cc1 (stereo unspecified) the results were LAP4 TOR yeast 103, proCasp3 act 0, MEP2 TOR yeast 108, RPL19A-GFP yeast 101, procasp7 counter 11, ZTA counter -4, AHR activator 1 and EBNA-1 inhibitor -4.
Cn1cccc1/C=N\NC(=O)c1cncc(Br)c1 was read as LAP4 TOR yeast 122, proCasp3 act 0, MEP2 TOR yeast 109, RPL19A-GFP yeast 104, procasp7 counter 0, ZTA counter 9, AHR activator 13 and EBNA-1 inhibitor 2.
CC12CC3CC(C)(C1)CC(Nc1nc(N4CCOCC4)nc4ccccc14)(C3)C2 was read as LAP4 TOR yeast 103, proCasp3 act 3, MEP2 TOR yeast 99, RPL19A-GFP yeast 94, procasp7 counter 7, ZTA counter 1, AHR activator 0 and EBNA-1 inhibitor 2.
CCn1c(-c2ccccc2Cl)nn(CC(=O)Nc2ccccc2OC)c1=S was read as LAP4 TOR yeast inconclusive, proCasp3 act -3, MEP2 TOR yeast inconclusive, RPL19A-GFP yeast inconclusive, procasp7 counter -1, ZTA counter -6, AHR activator 2 and EBNA-1 inhibitor -11.
CCCCn1c(N)c(N(CCOC)C(=O)c2cc(Cl)nc3ccccc23)c(=O)[nH]c1=O was read as LAP4 TOR yeast 108, proCasp3 act 12, MEP2 TOR yeast 103, RPL19A-GFP yeast 102, procasp7 counter 6, ZTA counter 4, AHR activator 8 and EBNA-1 inhibitor 0.
`CCCCCCCC1CC(=O)C=C(C)C1C(=O)OCC` (stereo unspecified) gave LAP4 TOR yeast 110, proCasp3 act -16, MEP2 TOR yeast 89, RPL19A-GFP yeast 94, procasp7 counter 6, ZTA counter -1, AHR activator 1 and EBNA-1 inhibitor 6.
`O=C1/C(=C/c2ccco2)CCC1C1CCCC1` (stereo unspecified) gave LAP4 TOR yeast 107, proCasp3 act 0, MEP2 TOR yeast 105, RPL19A-GFP yeast 99, procasp7 counter 7, ZTA counter 25, AHR activator -3 and EBNA-1 inhibitor 6.
`CC(C)[C@H](NC(=O)C1CCN(S(=O)(=O)c2ccccc2)CC1)C(=O)NCc1ccc(F)cc1` gave LAP4 TOR yeast 96, proCasp3 act 4, MEP2 TOR yeast 114, RPL19A-GFP yeast 99, procasp7 counter 9, ZTA counter 17, AHR activator -3 and EBNA-1 inhibitor 3.
Screening O=C(NC1CCSC1=O)c1ccc(Oc2ccc(F)cc2)nc1 (stereo unspecified) returned LAP4 TOR yeast 98, proCasp3 act -8, MEP2 TOR yeast 109, RPL19A-GFP yeast 105, procasp7 counter 0, ZTA counter 5, AHR activator 1 and EBNA-1 inhibitor 0.
For Cc1cc(NC(=O)CN2C(=O)NC(C)(c3ccc(Cl)cc3)C2=O)no1 (stereo unspecified) the results were LAP4 TOR yeast 118, proCasp3 act 2, MEP2 TOR yeast 98, RPL19A-GFP yeast 95, procasp7 counter -3, ZTA counter 13, AHR activator 0 and EBNA-1 inhibitor -2.
For Cc1cc(C)nc(NC=C2C(=O)OC(C)(C)OC2=O)n1 the results were LAP4 TOR yeast 107, proCasp3 act -5, MEP2 TOR yeast 95, RPL19A-GFP yeast 98, procasp7 counter 2, ZTA counter -5, AHR activator -2 and EBNA-1 inhibitor 4.
For Cc1c(Cl)cccc1N1C(=O)C(N2C(=O)c3cccc([N+](=O)[O-])c3C2=O)C1c1cccs1 (stereo unspecified) the results were LAP4 TOR yeast 99, proCasp3 act 6, MEP2 TOR yeast 104, RPL19A-GFP yeast 99, procasp7 counter 4, ZTA counter -4, AHR activator 1 and EBNA-1 inhibitor 10.
Screening Cc1ccc(N(C)S(=O)(=O)c2nnc(NC(=O)c3ccco3)s2)cc1 returned LAP4 TOR yeast 92, proCasp3 act -21, MEP2 TOR yeast 111, RPL19A-GFP yeast 112, procasp7 counter -13, ZTA counter -13, AHR activator 4 and EBNA-1 inhibitor -11.
Screening Cc1cc2nc(C3CCCN(C(=S)Nc4ccccc4)C3)[nH]c2cc1C (stereo unspecified) returned LAP4 TOR yeast 96, proCasp3 act -4, MEP2 TOR yeast 98, RPL19A-GFP yeast 96, procasp7 counter 1, ZTA counter -7, AHR activator 5 and EBNA-1 inhibitor 14.
For CCc1cccc(NC(=O)Cn2c(=O)oc3cc(S(=O)(=O)N4CCOCC4)ccc32)c1 the results were LAP4 TOR yeast 107, proCasp3 act 1, MEP2 TOR yeast 105, RPL19A-GFP yeast 105, procasp7 counter 3, ZTA counter 0, AHR activator -1 and EBNA-1 inhibitor -5.
For CC(OC(=O)CC1CCCCC1)C(=O)Nc1ccc(F)cc1 (stereo unspecified) the results were LAP4 TOR yeast 101, proCasp3 act -11, MEP2 TOR yeast 99, RPL19A-GFP yeast 100, procasp7 counter 7, ZTA counter -11, AHR activator -2 and EBNA-1 inhibitor -9.
Screening CCN(CC)Cc1c(O)ccc2c(=O)c(Oc3ccccc3OC)c(C)oc12 returned LAP4 TOR yeast 104, proCasp3 act 7, MEP2 TOR yeast 98, RPL19A-GFP yeast 98, procasp7 counter 4, ZTA counter 5, AHR activator 2 and EBNA-1 inhibitor -3.
For C=CCNC(=O)C1CC(=O)N(c2ccc(OCC(=O)Nc3ccc(Cl)c(C(F)(F)F)c3)cc2)C1 (stereo unspecified) the results were LAP4 TOR yeast 100, proCasp3 act 3, MEP2 TOR yeast 99, RPL19A-GFP yeast 101, procasp7 counter 5, ZTA counter -8, AHR activator -1 and EBNA-1 inhibitor 1.
For CC(C)c1ccc(/C=c2\sc3nc(-c4ccncc4)nn3c2=O)cc1 the results were LAP4 TOR yeast 97, proCasp3 act 5, MEP2 TOR yeast 97, RPL19A-GFP yeast 95, procasp7 counter -1, ZTA counter -14, AHR activator 0 and EBNA-1 inhibitor -2.
Cc1ccccc1Cn1ccc(NC(=O)c2cc3nc(-c4ccco4)cc(C(F)(F)F)n3n2)n1 was read as LAP4 TOR yeast 107, proCasp3 act 10, MEP2 TOR yeast 108, RPL19A-GFP yeast 108, procasp7 counter 48*, ZTA counter -2, AHR activator 0 and EBNA-1 inhibitor -9.
Cc1ccc(S(=O)(=O)N(C)CC(=O)N(CC(C)C)C2CCS(=O)(=O)C2)cc1 (stereo unspecified) was read as LAP4 TOR yeast 106, proCasp3 act -2, MEP2 TOR yeast 111, RPL19A-GFP yeast 108, procasp7 counter 2, ZTA counter 1, AHR activator -4 and EBNA-1 inhibitor -7.
`CCOC(=O)C1=C(CSc2nc3c(cc2C#N)CCC3)OC(N)=C(C#N)C1c1ccccc1` (stereo unspecified) gave LAP4 TOR yeast 90, proCasp3 act -9, MEP2 TOR yeast 90, RPL19A-GFP yeast 90, procasp7 counter -10, ZTA counter -2, AHR activator 8 and EBNA-1 inhibitor -2.
Screening COC(=O)c1nnn(-c2ccc(Cl)c(Cl)c2)c1C(=O)OC returned LAP4 TOR yeast 103, proCasp3 act -1, MEP2 TOR yeast 101, RPL19A-GFP yeast 98, procasp7 counter 3, ZTA counter -11, AHR activator 1 and EBNA-1 inhibitor 13.
COC(=O)C1=C(C)NC(C)=C(C(=O)OC)C1c1ccc(OC(=O)c2ccco2)cc1 was read as LAP4 TOR yeast 75, proCasp3 act 5, MEP2 TOR yeast 84, RPL19A-GFP yeast 89, procasp7 counter 2, ZTA counter -7, AHR activator 2 and EBNA-1 inhibitor 7.

Rows are unselected. About 3.8% of those tested had a hit in this group.
